GSH bead fluor = GSH bead compound fluorescence profile | GSH beads flow cytometry, compound fluorescence 488/530 nm; stronger effect = higher value | fluorescence (KMESF) at 10 µM | 190,000 tested, 0.25% active | AID 1776; in the data active = fluorescence above about 89;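 also: glutathione beads carrying GST-tagged Bcl family fusion proteins plus one bare bead set; values are compound well signal with DMSO vehicle wells as background; inactives centre near 16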
Mcl1-Bid inh = disrupts binding of human Mcl-1 to Bid peptide. Q07820. TR-FRET Mcl-1/Bid-Dy647 peptide binding, 1536-well. inhibition, % at 21.7 µM. 220,000 tested, 0.97% active. AID 1021;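 active = compounds that cut the binding signal by more than half at the single screening dose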;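 also: His-tagged Mcl-1 with europium anti-His antibody binding Bid BH3 peptide; 0% = Mcl-1 plus peptide wells and 100% = peptide-only wells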
Target sequence (Q07820 whole entry, looked up): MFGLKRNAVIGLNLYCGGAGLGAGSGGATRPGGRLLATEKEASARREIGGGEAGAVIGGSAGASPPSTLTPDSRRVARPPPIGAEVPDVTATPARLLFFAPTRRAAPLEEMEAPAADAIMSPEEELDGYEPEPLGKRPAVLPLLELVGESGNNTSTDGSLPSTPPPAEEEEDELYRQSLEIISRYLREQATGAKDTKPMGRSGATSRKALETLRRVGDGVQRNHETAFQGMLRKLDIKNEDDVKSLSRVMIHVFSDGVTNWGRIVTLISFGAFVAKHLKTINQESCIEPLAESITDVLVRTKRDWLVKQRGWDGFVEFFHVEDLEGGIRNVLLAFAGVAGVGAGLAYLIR
Rac1 mut GTP = alters GTP binding to activated mutant human Rac1. P63000. GST-Rac1 activated beads, fluorescent GTP binding, flow cytometry; actives lie on both sides; 100% means binding = to untreated wells. percent activity (GTP binding), % at 10 µM. 190,000 tested, 0.11% active. AID 764;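 active = GTP binding at least 20 percentage points away from the 100% baseline, in either direction, so actives lie on both sides; inconclusive = Compound likely fluorescent itself, or too few beads counted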
Rac1 wt modul = alters GTP binding to wildtype human Rac1. P63000. GST-Rac1 beads, fluorescent GTP binding, flow cytometry; actives lie on both sides; 0 = cold GTP competed, 100 = untreated. GTP binding activity (% of control), % at 10 µM. 190,000 tested, 0.27% active. AID 757;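 active = GTP binding activity at least 20 points away from the 100% control level, either lower or higher; inconclusive = compound flagged as likely green fluorescent, judged across all proteins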
Rab2 wt GTP = changes GTP binding to wildtype dog Rab2A, up or down; P61105; GST-Rab2 wt beads, Bodipy-GTP binding, flow cytometry; GTP binding activity, % at 10 µM; 190,000 tested, 0.19% active; AID 760;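 active = GTP binding activity at least 20 points away from 100%, either lowered or raised; inconclusive = signal likely due to the compound's own green fluorescence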;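 also: 0% = beads with excess unlabeled GTP and 100% = no-compound control corrected for plate trend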
Pf gametocyte = kills late stage P. falciparum gametocytes; inhibition, % at 10.9 µM; 150,000 tested, 0.065% active; P. falciparum stage V gametocytes, ATP luminescence, 24 h; AID 743093;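 active = inhibition above the mean plus 3 SD of compounds within the control limits, set per campaign, cut at about 38% in these data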;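 also: 0% = DMSO wells and 100% = medium only without gametocytes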
Avidin bead fluor = avidin bead compound fluorescence profile. Avidin beads, compound fluorescence 488/530 nm, flow cytometry; stronger effect = higher value. fluorescence (KMESF) at 10 µM. AID 1775. 220,000 tested, 0.38% active; in the data active = fluorescence above about 47; also: inactives centre near 10
HRas wt GTP bind = human HRas wildtype GTP binding, change in either direction; P01112; GST-Ras wt beads, Bodipy-FL-GTP binding, flow cytometry; actives lie on both sides; GTP binding activity, % at 10 µM; 190,000 tested, 0.14% active; AID 759;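 active = GTP binding activity at least 20% away from the 100% baseline, either lowered as inhibitor or raised as activator; inconclusive = flagged as likely green fluorescent, judged across all proteins in the well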;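 also: 0% = unlabeled GTP competition control and 100% = no-compound control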
Target sequence (P01112 whole entry, looked up): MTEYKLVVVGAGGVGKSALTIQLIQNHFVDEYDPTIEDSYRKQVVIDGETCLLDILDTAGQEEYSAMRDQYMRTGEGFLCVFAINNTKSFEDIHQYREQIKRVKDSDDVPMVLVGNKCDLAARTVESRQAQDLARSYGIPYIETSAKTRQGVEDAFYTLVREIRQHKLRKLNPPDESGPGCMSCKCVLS
Cdc42 wt = human Cdc42 wildtype GTP binding change, either direction | P60953 | GST-Cdc42 beads, Bodipy-GTP binding, flow cytometry; actives lie on both sides | percent activity (GTP binding), % at 10 µM | 190,000 tested, 0.2% active | AID 761;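 active = percent activity GTP binding at least 20 points away from the 100% baseline, either down as inhibitor or up as activator; inconclusive = compound flagged as likely green fluorescent from well-wide comparison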;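 also: median bead fluorescence of bound Bodipy-FL-GTP at 100 nM; 0% = excess unlabeled GTP control and 100% = no compound control; below 100% means less GTP binding so inhibitor and above means activator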
Target sequence (P60953 whole entry, looked up): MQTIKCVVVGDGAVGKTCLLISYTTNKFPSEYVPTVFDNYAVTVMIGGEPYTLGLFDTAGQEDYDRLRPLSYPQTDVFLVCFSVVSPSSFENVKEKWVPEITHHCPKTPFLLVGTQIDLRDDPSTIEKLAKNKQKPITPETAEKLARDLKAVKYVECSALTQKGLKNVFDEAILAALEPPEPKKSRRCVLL
Mcl1 Noxa PPI = Mcl-1/Noxa interaction inhibition | 220,000 tested, 1.5% active | inhibition, % at 21.7 µM | TR-FRET Mcl-1/Noxa peptide binding, 2 h | Q07820;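 active = compounds that cut the protein-peptide binding signal by more than 50% relative to plate controls in a single-dose test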;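 also: His-tagged Mcl-1 with rhodamine Noxa BH3 peptide and terbium anti-His antibody; 0% = Mcl-1 plus Noxa peptide wells and 100% = peptide-only wells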
Rab7 wt modul = dog Rab7 wildtype GTP binding, inhibitors and activators; GST-Rab7 beads, fluorescent GTP binding, flow cytometry; actives lie on both sides; untreated = 100%, excess cold GTP = 0%; GTP binding activity (percent of control), % at 10 µM; 190,000 tested, 0.055% active; AID 758;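 active = fluorescent GTP binding to Rab7 beads changed by at least 20 points from the 100% baseline, either direction, mostly lower; inconclusive = compound itself probably fluorescent, or too few beads counted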;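 also: median green fluorescence of bound Bodipy-FL-GTP per Rab7 bead population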
* hit, by the source's call; ? = inconclusive; . = not tested or not shown.

SMILES	GSH bead fluor	Mcl1-Bid inh	Rac1 mut GTP	Rac1 wt modul	Rab2 wt GTP	Pf gametocyte	Avidin bead fluor	HRas wt GTP bind	Cdc42 wt	Mcl1 Noxa PPI	Rab7 wt modul
Cc1ccc(C)c(N2CCN(C(=O)C3CCN(c4nc(C)cc(C)n4)CC3)CC2)c1	28	-6	97	99	97	11	18	98	99	1	95
O=C(c1cccc(Br)c1)N1CCN(S(=O)(=O)N2CCOCC2)CC1	13	-4	96	96	99	8	12	95	96	-17	105
CC(=O)c1cccc(NC(=O)C2CC(=O)N(Cc3ccccc3)C2)c1 (centres undefined)	32	2	98	96	98	-2	6	99	101	22	97
CCN(CCNC(=O)CC1Oc2ccccc2NC1=O)c1ccccc1 (centres undefined)	22	-31	97	100	100	.	9	96	100	16	98
C=CCN1C(c2ccccc2)=CS/C1=C(/C#N)c1nnc(N2CCOCC2)n1-c1ccccc1	4	-29	99	98	99	3	11	99	94	21	100
CCn1c(SCC(=O)N2CCCCC2)nc(O)cc1=O	9	-32	100	106	103	14	10	103	104	19	99
Cc1occc1C(=O)NN=C1C2CC3CC(C2)CC1C3	105*	-9	100	103	101	0	8	101	100	-5	101
CCn1cc([N+](=O)[O-])c(C(=O)NCc2ccc(Cl)cc2)n1	25	-26	97	104	98	25	13	97	101	-5	98
C=CCN(C#N)c1nc(OC)nc(N2CCCC2)n1	14	-39	103	105	103	.	7	104	104	-11	102
O=C(O)c1nn(-c2ccc(Cl)cc2)ccc1=O	24	29	102	109	103	.	22	102	103	7	101
CCOC(=O)c1cnn(-c2nc(-c3ccc(F)cc3)cs2)c1C(F)(F)F	13	-5	98	105	102	-36	9	102	101	8	105
CCC(C(=O)OCC(=O)Nc1ccc(Cl)c(S(=O)(=O)N(C)C)c1)c1ccccc1 (centres undefined)	9	10	101	104	96	8	16	99	99	15	95
Cc1cccc(NC(=S)NCc2cccn2C)c1	35	-54	98	105	97	.	12	99	99	-2	97
C/C(=N\NC(=O)CCc1ccccc1)c1ccc(Br)cc1	14	-4	95	96	95	18	13	95	93	4	95
O=C(CSc1nnnn1-c1ccc(O)cc1)Nc1ccc(N2CCOCC2)c(Cl)c1	22	-10	99	101	100	.	28	101	99	3	100
Cn1c(C(=O)N2CCC(C(=O)N3CCOCC3)CC2)cc2sccc21	26	-21	97	99	100	.	7	101	98	-7	103
O=C(CSC1=Nc2ccccc2C2CC=NN12)Nc1ccc(F)cc1Cl (centres undefined)	8	-18	94	97	95	21	28	95	95	-8	96
Cc1ccc(OC(=O)C2c3ccccc3Oc3ccccc32)cc1C	9	-15	100	101	100	14	15	100	99	18	99
O=C(NCc1ccccc1)C1=C[C@@H](c2ccc(Br)cc2)C[C@@H](OCCCCO)O1	20	2	95	97	96	-24	5	97	95	3	103
CC(=O)c1cccc(NC(=O)CN(c2ccccc2)S(C)(=O)=O)c1	19	-12	99	103	102	17	28	102	101	6	100
Nc1cc(-c2ccc(Cl)cc2)nn1S(=O)(=O)c1ccccc1	13	-6	98	99	100	.	7	100	100	-3	102
COc1ccc(CCN=C(N)Nc2nc(C)cc(C)n2)cc1	20	-20	98	99	98	11	9	100	100	12	111
CC1CCCC(NC(=O)C2CCN(S(=O)(=O)N3CCCCCC3)CC2)C1C (centres undefined)	23	-7	95	104	96	2	11	98	93	6	98
CCCn1nnnc1-c1cccc(Cl)c1	13	0	98	107	101	.	6	101	104	-5	103
CCn1c(SCc2ccc(C(=O)Nc3nccs3)cc2)nnc1-c1ccc(NC(C)=O)cc1	7	-17	102	100	100	.	16	101	101	-5	99
Cc1nc2ccc(C(=O)N3CCN(c4ccccc4)CC3)cc2s1	13	-22	100	106	100	.	22	102	101	13	101
CC(C)N1CC=C2C(C#N)=C(N)C(C#N)(C#N)[C@H](c3ccoc3)[C@H]2C1	34	-25	92	95	95	.	11	98	94	8	97
O=C1C2C3C=CC(C4CC34)C2C(=O)N1c1ccc2c(c1)OCO2 (centres undefined)	26	-20	95	100	98	7	8	95	100	11	96
CCN1C(=O)/C(=C/c2ccc(C)s2)NC1=S	24	-94	99	103	99	-16	5	100	102	13	99
O=C(Nc1nc(-c2cccs2)c(-c2cccs2)s1)C1(c2ccccc2)CC1	12	-39	100	106	102	5	4	102	103	-17	101
CCC1(c2ccc(Cl)cc2)NC(=S)N(c2ccccc2)N1 (centres undefined)	19	-88	99	101	100	1	6	100	102	18	100
CCC1CCCCN1CCCNC(=O)c1cn(CC(C)C)c(=O)c2cc(OC)c(OC)cc12 (centres undefined)	14	-22	99	106	99	.	34	102	105	12	99
O=[N+]([O-])c1ccccc1SN(Cc1ccccc1)c1ccccn1	12	-10	99	101	98	15	14	100	98	-14	96
O=C1C(Cl)=C(NCCc2ccccc2)C(=O)N1CCc1ccccc1	12	-42	100	105	103	.	15	106	108	1	107
O=C(/C(=N/N=C/c1ccc(O)c(O)c1O)c1ccccc1)c1ccccc1	10	-19	101	102	99	-28	6	101	97	52*	100
COc1ccc(C2c3c(oc4ccccc4c3=O)C(=O)N2c2ccc(C)cn2)cc1OC (centres undefined)	23	12	98	104	99	.	7	100	100	12	101
CC1CCCN(C(=O)COC(=O)c2ccc[nH]c2=O)C1 (centres undefined)	52	-16	99	101	99	20	13	100	97	5	101
COC(=O)CN1CCN(C(c2ccccc2)c2ccccc2)CC1	24	-20	99	102	100	-13	17	102	104	-9	101
Cc1cccc(N(CC(=O)NC2CCCC2)C(=O)CS(=O)CC(=O)Nc2ccc3c(c2)OCO3)c1 (centres undefined)	59	-35	100	106	99	.	7	102	102	-2	97
CN1CCN(c2cc(-c3ccccc3)nc3cc(-c4ccc(F)cc4)nn23)CC1	26	6	97	100	95	-2	32	98	98	52*	99
CC(=O)Nc1ccc(-c2csc(NNC(=O)c3ccccc3)n2)cc1	22	-22	97	96	94	.	10	93	93	18	91
COC(=O)c1ccc(C)c(NC(=O)CCNC(=O)c2ccc([N+](=O)[O-])cc2)c1	13	-11	98	99	96	.	6	94	98	15	100
Cc1nc2ccc(NC(=O)c3ccc([N+](=O)[O-])cc3[N+](=O)[O-])cc2s1	11	-3	95	104	97	5	10	100	97	8	105
CN1CCN(CCCCOc2ccccc2C=O)CC1	18	56*	97	101	98	.	9	95	98	14	97
Cn1c(=O)c2c(ncn2Cc2ccccc2)n(C)c1=O	12	5	99	104	98	.	20	102	101	7	98
O=S(=O)(c1cccc(NC(=S)N2CCN(c3ccccc3F)CC2)c1)C(F)F	14	-84	100	102	98	3	17	102	102	16	104
O=C(CCCOc1ccccc1)OCn1nnc2ccccc2c1=O	6	-7	94	94	94	-5	25	93	92	2	95
CC(CCc1ccccc1)NC(=O)c1cccnc1 (centres undefined)	37	13	99	108	102	.	14	98	103	-8	100
CC(C)CC(COCc1cccc(C(F)(F)F)c1)N1CCN(C(=O)c2cccc(C(F)(F)F)c2)CCC1=O (centres undefined)	19	-9	100	104	99	-13	10	98	99	13	92
C/C(=N\NC(=O)C1CC1c1ccccc1)c1ccc(C)s1 (centres undefined)	23	14	97	104	100	.	35	101	101	5	95
Cn1cc(CC(=O)NCCCN2CCCC2)c2ccccc21	5	-67	95	96	102	-9	19	104	96	-1	103
Cc1nnsc1NC(=O)OCc1ccc(Cl)cc1Cl	17	5	97	101	98	.	8	98	102	5	92
Cc1ccc(C)c2[nH]c(=O)c(CCNC(=O)c3ccc(S(=O)(=O)N(C)C)cc3)cc12	26	6	103	113	105	.	8	104	105	12	105
N#Cc1c(/N=C/N2CCOCC2)sc2c1CCCCC2	52	5	99	101	100	.	6	100	101	-10	100
Cc1ccc(CC2SC(N)=NC2=O)cc1 (centres undefined)	25	-20	96	99	98	.	13	97	99	-14	99
CCOC(=O)Cc1csc(NC(=O)Cn2cnc3c2c(=O)n(C)c(=O)n3C)n1	13	-17	97	96	99	.	4	98	98	-7	99
O=C(Nc1nc2c(s1)CN(Cc1ccccc1)CC2)C1CCCC1	27	-24	95	99	95	.	10	99	96	11	98
Cc1noc(C)c1COc1ccc(C(=O)OCC(=O)Nc2ccc3c(c2)OCO3)cc1	25	-16	99	99	102	.	11	102	102	3	100
COc1cccc(OCCN2CCN(c3ncnc4c3cnn4-c3ccccc3)CC2)c1	24	-8	100	103	104	-10	12	104	106	-56	102
COc1ccc(OC)c(C2=Nn3c(nnc3-c3cc(OC)c(OC)c(OC)c3)SC2)c1	14	-1	99	103	102	-19	36	102	102	-13	101
Other records follow.
SMILES	GSH bead fluor	Mcl1-Bid inh	Rac1 mut GTP	Rac1 wt modul	Rab2 wt GTP	Pf gametocyte	Avidin bead fluor	HRas wt GTP bind	Cdc42 wt	Mcl1 Noxa PPI	Rab7 wt modul
CCN(CC)S(=O)(=O)c1ccc(Cl)c(C(=O)Nc2cc(C)nn2-c2ccccc2)c1	12	-17	98	99	99	2	17	100	96	13	99
CCC1(C)Nc2ccccc2C(=O)N1O (centres undefined)	24	-11	95	95	95	.	26	93	92	-11	94
Cc1cccc(NC(=O)c2ccc(C(=O)c3ccccc3)o2)c1	10	-29	91	96	97	.	11	97	93	16	107
O=C(COC(=O)/C=C/c1ccc(Cl)cc1Cl)NCCC1=CCCCC1	11	-15	97	103	97	.	7	98	100	-4	100
COC(=O)c1cccc(CSc2nnc(-c3ccco3)n2-c2ccccc2)c1	21	-5	99	100	100	-28	6	100	102	17	98
CCCCN(CCCC)Cc1cc2ccccc2c2c1COC2	12	-35	101	105	99	22	8	99	100	18	99
CC(=O)Nc1ccc2[nH]c(C)cc(=O)c2c1	38	-3	99	107	100	.	19	101	105	37	99
CCOC(=O)N1CCC(NS(=O)(=O)c2ccc3c(c2)oc(=O)n3C)CC1	39	-1	94	96	97	1	11	97	98	3	95
COc1ccc(CCN(Cc2cc3cc(C)cc(C)c3nc2Cl)C(=O)C2CC2)cc1	32	-24	96	102	102	.	19	100	99	-9	99
CCc1sc(N(C(=O)Cc2ccccc2)c2cccc(F)c2)nc1-c1ccc(C)cc1	9	-19	96	98	98	.	10	99	100	7	96
O=C(C1CCC(CNc2nc(=S)[nH]c3ccccc23)CC1)N1CCN(c2ccc(F)cc2)CC1 (centres undefined)	54	-56	?	?	?	11	11	?	?	3	?
CC1CCN(Cc2c(O)ccc3c(=O)c(-c4nc5ccccc5s4)c(N)oc23)CC1	7	5	100	103	100	-5	2	100	101	53*	101

Rows were taken by chance. Share with any hit: about 3%.
